Assay outcomes from PubChem.
TPT1 inhibitor – Candida albicans TPT1 enzyme inhibitors, primary screen, biochemical, fluorescence polarization | tRNA 2'-phosphotransferase TPT1 (Candida albicans SC5314) | recombinant caTPT1, FP RNA substrate dephosphorylation | inhibition, % at 5 µM | actives 0.81% (n = 300,000) | AID 1962, 2009;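 active = inhibition above the mean of all tested compounds plus 3 SD, set per screening campaign, cut at about 24% in these data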;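 also: plate controls were DMSO alone for no effect and ferristatin control at 100 nM for full effect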
PAFAH2 inh – PAFAH2 enzyme inhibitors, primary screen, biochemical, fluorescence polarization, human; recombinant PAFAH2, FP-rhodamine activity probe; actives 0.99% (n = 340,000); AID 492956, 2010; inhibition, % at 3.39 µM; Platelet-activating factor acetylhydrolase 2, cytoplasmic (Homo sapiens), Q99487;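 active = inhibition above the mean over all tested compounds plus 3 SD, cut at about 30% in these data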;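 also: inhibitors block probe labeling of enzyme so polarization drops; 0% = enzyme with DMSO and 100% = wells lacking PAFAH2 protein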
Fh CTSL1 inh – Fasciola hepatica cathepsin L1 inhibitors, primary screen, counter-screen for PFM18AAP inhibitor project, biochemical, QFRET, fluorogenic peptide substrate; AID 1906, 2009; actives 0.49% (n = 300,000); recombinant F. hepatica cathepsin L1, Z-Leu-Arg-MCA fluorescence; inhibition, % at 5.96 µM;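 active = inhibition above the mean of all tested compounds plus 3 SD, set per screening campaign, cut at about 17% in these data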;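 also: 0% = plate median of test compound wells and 100% = 1 µM Z-Phe-Ala-diazomethylketone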
PP5 inh – PP5 phosphatase inhibitors, primary screen, biochemical, fluorescence; purified PP5c, OMFP substrate fluorescence; inhibition, % at 6.7 µM; actives 0.18% (n = 320,000); AID 1987, 2009;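 active = inhibition above the campaign's mean inhibition across all tested compounds plus 3 SD, cut at about 9.5% in these data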;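 also: 0% = DMSO only and 100% = 100 µM cantharidin control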
procasp3 activ – activators of human procaspase-3 D3A mutant, primary screen, biochemical, absorbance, PC-3 D3A mutant, single concentration. AID 463141, 2010. recombinant procaspase-3 D3A, Ac-DEVD-pNA absorbance 405 nm. Caspase-3 (Homo sapiens), P42574. activation, % at 8.5 µM. actives 0.11% (n = 330,000);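 active = activation above the mean of all tested compounds plus 3 SD, cut at about 21% in these data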;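 also: 0% = DMSO alone and 100% = DMSO wells spiked with extra 5 µM PC-3 D3A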
Target sequence (P42574 whole entry D9A/D28A/D175A): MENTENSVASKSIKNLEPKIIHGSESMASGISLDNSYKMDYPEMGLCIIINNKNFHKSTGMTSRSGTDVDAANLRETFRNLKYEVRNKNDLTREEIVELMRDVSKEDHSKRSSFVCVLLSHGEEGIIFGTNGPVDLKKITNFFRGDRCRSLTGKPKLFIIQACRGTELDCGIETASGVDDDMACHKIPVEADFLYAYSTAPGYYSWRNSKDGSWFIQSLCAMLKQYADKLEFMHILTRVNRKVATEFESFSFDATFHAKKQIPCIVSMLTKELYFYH
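Assay system: Autoprocessing-dead procaspase-3 D3A mutant enzyme; also added: Ac-DEVD-pNA; doses: one concentration, 8.5 µM nominal, 0.8% DMSO; times: 1 h compound preincubation, 2 h substrate hydrolysis at 25 °C; technique: 405 nm absorbance of p-nitroaniline, reads at 0 and 120 min; measure: % activation between DMSO and enzyme-spiked controls; repeats: single replicate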
procasp7 counter – procaspase-7 activators, primary screen, counter-screen for procaspase-3 activator project, biochemical, absorbance, HTS, human | Caspase-7 (Homo sapiens), P55210 | recombinant procaspase-7, Ac-DEVD-pNA absorbance 405 nm; D23A/D198A/D206A triple mutant, cannot self-cleave; scale: DMSO 0, 5 µM enzyme 100 | activation, % at 8.5 µM | actives 0.093% (n = 330,000) | AID 463210, 2010;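 active = percent activation above the screen-wide mean plus 3 SD, cut at about 25% in these data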
Target sequence (P55210 whole entry D23A/D198A/D206A): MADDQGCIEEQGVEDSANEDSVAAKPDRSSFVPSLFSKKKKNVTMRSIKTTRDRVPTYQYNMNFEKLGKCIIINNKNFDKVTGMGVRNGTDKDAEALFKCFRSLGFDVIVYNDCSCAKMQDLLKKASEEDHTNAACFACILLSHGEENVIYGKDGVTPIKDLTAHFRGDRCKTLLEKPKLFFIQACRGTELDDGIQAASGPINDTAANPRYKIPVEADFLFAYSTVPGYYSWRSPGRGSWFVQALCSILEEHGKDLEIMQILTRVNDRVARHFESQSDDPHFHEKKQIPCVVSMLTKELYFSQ
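signal = Epi-absorbance of released pNA at 405 nm, two timepoints | assay system = Uncleavable procaspase-7 mutant enzyme | reagent = Ac-DEVD-pNA substrate, 400 µM as added | times = 1 h enzyme–compound preincubation and 2 h substrate reaction, both 25 °C | benchmarks = low DMSO alone, high DMSO plus 5 µM PC-7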
HCV core dimer – inhibitors of HCV core protein dimerization, primary screen, biochemical, TR-FRET, high-throughput. TR-FRET GST/Flag-core106 dimerization, 1536-well. actives 0.33% (n = 300,000). inhibition, % at 5 µM;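 active = inhibition above the mean of all tested compounds plus 3 SD, set per screening campaign, cut at about 45% in these data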
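Assay system: GST-tagged and Flag-tagged HCV core protein residues 1-106 / Times: compound-protein-antibody incubation 4 h at 22.5 °C / Signal: time-resolved FRET, ex 340 nm, em 617 and 671 nm / Evaluation: % inhibition based on acceptor/donor emission ratio / Benchmarks: wells lacking GST-core106 and wells with excess unlabelled core106 / Repeats: singlicate, one well per compound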
PP1 inh – PP1-alpha phosphatase inhibitors, primary screen, counter-screen for PP5 inhibitor project, biochemical, fluorescence, OMFP substrate, single point; purified PP1alpha; inhibition, % at 6.7 µM; actives 0.9% (n = 320,000); Serine/threonine-protein phosphatase PP1-alpha catalytic subunit (Homo sapiens), P62136;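 active = inhibition above the mean inhibition of all tested compounds plus 3 SD, computed separately for each screening campaign, cut at about 15% in these data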
Target sequence (P62136 whole entry, looked up): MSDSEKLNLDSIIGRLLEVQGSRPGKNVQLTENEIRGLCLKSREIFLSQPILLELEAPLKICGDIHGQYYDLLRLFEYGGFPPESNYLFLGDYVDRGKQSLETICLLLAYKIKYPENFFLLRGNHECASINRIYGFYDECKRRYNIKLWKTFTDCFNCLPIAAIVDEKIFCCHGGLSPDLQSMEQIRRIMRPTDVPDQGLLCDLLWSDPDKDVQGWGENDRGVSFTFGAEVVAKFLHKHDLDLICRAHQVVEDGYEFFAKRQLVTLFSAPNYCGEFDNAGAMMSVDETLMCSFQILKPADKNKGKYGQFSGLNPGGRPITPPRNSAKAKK
AHR act – AHR activators, primary screen, cell-based, luminescence, luciferase reporter, human | AHR-responsive luciferase reporter cells | activation, % at 5 µM | actives 2.5% (n = 320,000); in the data active = activation above about 47%;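 also: 0% = vehicle wells and 100% = reference agonist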
* hit, by the source's call; . = no result given.

A first look (2 entries):
Each structure is followed by: PAFAH2 inh	HCV core dimer	procasp3 activ	PP1 inh	PP5 inh	AHR act	TPT1 inhibitor	procasp7 counter	Fh CTSL1 inh
- CCOc1cc(C)c(C(C)C)cc1S(=O)(=O)N1CCN(C)CC1
  2	0	5	-2	-3.0	3	-5	-13	0
- Cc1cc(C)cc(Oc2nc3ccccn3c(=O)c2/C=C(\C#N)C(=O)NC2CCS(=O)(=O)C2)c1 (configuration not stated)
  .	7	-5	-3	2.4	9	1	-2	-4

Results, from the first entry:
Each structure is followed by: PAFAH2 inh	HCV core dimer	procasp3 activ	PP1 inh	PP5 inh	AHR act	TPT1 inhibitor	procasp7 counter	Fh CTSL1 inh
- CCOc1cc(C)c(C(C)C)cc1S(=O)(=O)N1CCN(C)CC1
  2	0	5	-2	-3.0	3	-5	-13	0
- Cc1cc(C)cc(Oc2nc3ccccn3c(=O)c2/C=C(\C#N)C(=O)NC2CCS(=O)(=O)C2)c1 (configuration not stated)
  .	7	-5	-3	2.4	9	1	-2	-4
- CCOCCOCCC(C(=O)O)P(=O)(c1ccccc1)c1ccccc1 (configuration not stated)
  -2	-1	1	0	-1.7	1	-3	-13	4
- CCOc1cccc(CN2CCCC(N3CCN(c4cccc(Cl)c4)CC3)C2)c1O (configuration not stated)
  -1	8	2	1	-1.2	7	1	0	4
- COc1ccc(/C(C)=N/Nc2nc(C)c(C(C)=O)s2)cc1
  10	-4	2	0	1.3	3	0	2	-3
- CC(=O)c1ccc(S(=O)(=O)N(Cc2cc3cc4c(cc3[nH]c2=O)OCCO4)CC2CCCO2)cc1 (configuration not stated)
  -5	2	5	0	3.8	3	-1	11	0
- O=C(O)/C=C\C(=O)Nc1ccc(OCc2ccccc2)cc1
  -5	5	-4	-1	-1.6	0	-2	-5	1
- Cc1ccc(S(=O)(=O)N2CCN(C(=O)COC(=O)CNC(=O)c3ccc(C(C)(C)C)cc3)CC2)c(C)c1
  3	.	2	.	.	-1	.	-2	.
- COc1ccc2nc(NC(=O)CNS(=O)(=O)c3cccs3)sc2c1
  2	1	6	0	2.4	4	-1	-5	0
- O=C(N/N=C/c1ccco1)c1cccc(N2Cc3ccccc3C2)c1
  8	63*	13	13	0.9	12	5	-2	1
- CC(=O)NC(CC(=O)OCC(=O)c1cc(C)ccc1C)c1ccccc1 (configuration not stated)
  3	.	6	.	.	2	.	1	.
- COCCn1c(COC)nc2ccccc21
  4	3	-3	0	1.2	1	1	13	-4
- O=C(NC1CCCC1)C1CCC(CNS(=O)(=O)c2ccc(F)cc2)CC1 (configuration not stated)
  4	-11	9	-4	1.3	0	1	10	-2
- CCN(CC)S(=O)(=O)c1cccc(C(=O)Nc2cccc(C)c2)c1
  6	6	1	0	2.3	10	0	-8	-3
- CC(C)(C)NC(=O)CCN(/N=C/c1ccccc1O)C1=NS(=O)(=O)c2ccccc21
  19	4	13	1	0.3	1	0	17	1
- O=C(NC(=S)NC1CCS(=O)(=O)C1)c1ccccc1F (configuration not stated)
  6	6	6	-2	2.7	-3	-4	1	0
- CCOC(=O)c1cccc(NC(=O)c2c(NCc3ccccc3)[nH]c(=O)[nH]c2=O)c1
  -14	6	5	1	4.3	2	-4	-1	-3
- COc1ccc(N2CCN(C(=O)CSc3ccc(C)cc3)CC2)cc1
  1	0	-5	-3	-1.8	-3	-5	-5	-2
- S=c1[nH]nc(CCc2ccc(Cl)cc2)o1
  5	-4	-17	-4	0.1	-2	-2	-11	-5
- CSc1ncc(OCc2ccccc2)c(=O)[nH]1
  4	1	5	-4	0.2	0	-2	0	-3
- CC(=O)Nc1ccccc1NC(=O)C/C(C)=N/NC(=O)C1CCCCC1
  -1	10	10	-1	0.3	2	1	1	-6
- COc1ccc(C(=O)N/N=C(\C)CC(=O)N2CCN(C=O)CC2)cc1
  0	-7	-7	1	-0.3	17	0	8	-2
- NNC(=O)c1ccc(-c2cccc([N+](=O)[O-])c2)o1
  7	-1	-8	-1	-1.0	7	-1	11	3
- CC(C)(C)OC(=O)N/N=C/c1cc(N=Nc2ccccc2)ccc1O
  16	4	6	5	3.4	2	-3	0	1
- CC(C)Oc1ccc(-c2nc(NCC3CCCO3)c3ccccc3n2)cc1 (configuration not stated)
  -4	8	-2	0	2.0	46	-3	-1	4
- O=C(Nc1ccc2nc3n(c(=O)c2c1)CCCCC3)C(=O)N1CCN(c2ccccc2)CC1
  -1	1	-8	0	1.7	3	-6	2	0
- Cc1cc(C)nc(N2CCCC(C(=O)NNC(=O)c3ccncc3)C2)n1 (configuration not stated)
  1	3	3	-2	-1.1	-2	2	2	-6
- CCNc1nc(C)c2cc(Br)c(=O)n(CC)c2n1
  -1	10	7	-3	4.1	0	0	-1	4
- O=C(NCc1cccs1)c1csc2c1CCCCC2
  0	-2	6	-3	-0.5	-3	0	5	-1
- COc1ccccc1NS(=O)(=O)c1cccc(C(=O)OCC(=O)NC2CC2)c1
  14	-3	-1	6	1.8	2	-1	-2	0
- Cc1csc(SCCn2c(N3CCCC3)nc3c2c(=O)[nH]c(=O)n3C)n1
  3	-6	3	-2	4.6	6	0	16	0
- CC1C(=O)C(C)C(c2cccs2)NC1c1cccs1 (configuration not stated)
  6	-2	3	-9	-1.9	14	1	10	-2
- COc1ccccc1OC(C)C(=O)Nc1nc(-c2ccc(S(=O)(=O)N3CCOCC3)cc2)cs1 (configuration not stated)
  1	11	5	0	3.7	9	3	-7	-6
- CCCCOC(=O)c1cc(Cl)c(O)c(OC)c1
  -2	9	2	-3	-0.4	1	2	2	-4
- O=C(CC1CCCCC1)Nc1ncn[nH]1
  5	-5	-6	-4	-0.6	4	0	5	-1
- Cc1cc(-n2c(C)cc(C(=O)CN3C(=O)NC4(CCCCC4C)C3=O)c2C)no1 (configuration not stated)
  -2	6	10	7	0.8	0	6	-1	3
- O=C(CSc1nnnn1-c1cccnc1)Nc1ccc(OCc2ccccc2)cc1
  -3	3	-3	2	-1.2	7	3	-7	0
- CCOc1ccc2oc(C(=O)O)c(C)c2c1
  4	0	-7	-2	-1.5	2	0	10	-3
- Cc1cc(C(C)(C)C)cc(C)c1S(=O)(=O)N1CC(=O)Nc2ccccc21
  -3	5	0	8	6.0	2	0	6	6
- O=S(=O)(c1ccccc1)n1ccc2ccccc21
  3	3	3	0	-0.4	17	-1	8	4
- CC(=O)N1CCSc2ccc(S(=O)(=O)NCc3ccccc3)cc21
  0	5	-4	-2	-0.6	4	-1	-1	-4
- COc1ccc(C2CCCN2C(=S)Nc2cccc(C)c2)cc1OC (configuration not stated)
  1	0	-2	-1	0.9	0	0	-2	-5
- CCOC(=O)c1ccc(-c2ccc(C3Nc4ccccc4C(=O)N3O)o2)cc1 (configuration not stated)
  -8	6	1	8	0.9	10	4	1	3
- COc1ccc(C2C(C(=O)OCC(=O)NC(C)(C)C)CCC(=O)N2c2ccc(C)cc2)cc1OC (configuration not stated)
  0	-3	-6	0	-0.2	0	0	1	3
- CN(CCC#N)S(=O)(=O)c1ccc2c(c1)c(=O)n(C)c(=O)n2C
  5	-2	6	-5	0.2	1	-5	6	-4
- COc1ccc(N(CC(=O)Nc2ccc3c(c2)OCO3)S(=O)(=O)c2ccc(F)cc2)cc1
  4	27	-10	1	4.5	67*	0	0	2
- O=C(C(c1ccccc1)c1ccccc1)N1CCC(c2nc(-c3ccccc3Cl)no2)CC1
  -2	4	-4	4	5.5	0	3	2	-1
- O=C(CSc1nnc2ccc(-c3ccc(F)cc3)nn12)N1CCCC1
  -5	-3	3	-1	1.2	1	-2	2	2
- Cc1noc(C)c1COc1ccc(C(=O)Nc2ncccc2O)cc1
  -2	1	0	-6	-0.7	-2	0	-2	1
- CS(=O)(=O)N1CCN(CC2CC3C=CC2C3)CC1 (configuration not stated)
  -8	1	-7	-1	0.9	-1	1	1	4
- CC(C)CCNC(=O)c1ccc(Cl)c(NC(=O)c2ccccc2F)c1
  .	0	4	-2	3.8	1	-1	11	0
- O=C(NNC(=S)NCc1ccccc1)c1ccc(Br)o1
  -18	2	-1	0	-2.4	2	-2	-16	1
- C#CCOCCOCCOCCNc1nc(N2CCN(C(=O)[C@H]([C@@H](C)CC)n3cc([C@@H](N)Cc4ccc(O)cc4)nn3)CC2)nc(N2CCN(C(=O)[C@H](Cc3ccc(O)cc3)n3cc([C@@H](N)CC(C)C)nn3)CC2)n1
  -8	1	6	1	2.8	0	2	-1	11
- Clc1cccc(CN2CCN(c3nc4nonc4nc3NC3CC3)CC2)c1
  5	0	-3	-2	3.6	-1	-2	3	1
- S=C(NCCc1ccccn1)NC1CCCCC1
  2	-5	-1	-2	-2.3	5	-1	-3	5
